12-LOX inh = Primary qHTS assay for inhibitors of human arachidonate 12S-lipoxygenase (ALOX12): Round 2. purified 12hLO, xylenol orange hydroperoxide absorbance. Potency, µM (titrated, usually from 108 µM), for the others: at the top dose activity change, negative = inhibition, actives largely listed as inhibitors. 580,000 tested, 1.1% active; active = well fitted inhibition curve with a large enough effect; inconclusive = small, poorly fitted or top-dose-only effect, or another doubt; inactive = no such curve, though single readings can be large or run the other way
Target sequence (P18054 whole entry, looked up): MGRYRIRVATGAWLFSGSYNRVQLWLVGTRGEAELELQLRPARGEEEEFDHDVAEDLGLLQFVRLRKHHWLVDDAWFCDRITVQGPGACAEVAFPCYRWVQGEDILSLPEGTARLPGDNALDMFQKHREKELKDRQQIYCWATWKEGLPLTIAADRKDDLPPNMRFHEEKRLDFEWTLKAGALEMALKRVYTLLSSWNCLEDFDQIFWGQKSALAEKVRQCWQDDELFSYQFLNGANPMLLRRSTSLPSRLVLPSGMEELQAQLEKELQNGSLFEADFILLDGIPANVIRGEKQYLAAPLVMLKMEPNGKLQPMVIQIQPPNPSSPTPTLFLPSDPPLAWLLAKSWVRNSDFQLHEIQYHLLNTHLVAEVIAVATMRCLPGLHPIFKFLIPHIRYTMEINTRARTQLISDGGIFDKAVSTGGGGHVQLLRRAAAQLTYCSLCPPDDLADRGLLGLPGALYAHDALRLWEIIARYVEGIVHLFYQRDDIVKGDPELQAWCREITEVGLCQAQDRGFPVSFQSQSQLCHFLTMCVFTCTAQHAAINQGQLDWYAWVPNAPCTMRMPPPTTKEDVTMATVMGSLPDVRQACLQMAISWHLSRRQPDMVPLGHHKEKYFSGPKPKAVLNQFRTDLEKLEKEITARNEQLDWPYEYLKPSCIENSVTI
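Purified human 12hLO at 150 nM in 25 mM Hepes, 0.01% Triton X-100, pH 7.0, preincubated 15 min at room temperature with compound. Reaction started with 40 uM arachidonic acid, 30 min at room temperature. Hydroperoxide measured by Fe-xylenol orange, 573/405 nm absorbance ratio.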
* = called active by the depositor; u = inconclusive; [ ] = another dose, or the depositor's remark. % is set by controls: 0 for no effect and ±100 for the full control effect; potency is the fitted concentration of half-maximal effect. Some of the compounds tested. The share of hits here may be higher or lower than overall.

SMILES | 12-LOX inh
Cn1c(CN2CCC(O)CC2)nnc1C1CCCN(Cc2ccccn2)C1 (configuration not stated) | 141.7%[activator]
Cn1c(Cn2cccn2)nnc1C1CC(NC(=O)c2cc(C#N)c[nH]2)C1 (configuration not stated) | 11.2%
CCOC(=O)Cn1cc(CN2C(C(=O)OC)CN(Cc3ccc(F)cc3)CCS2(=O)=O)nn1 (configuration not stated) | u
COC[C@H]1C[C@@H](NS(=O)(=O)c2ccccc2)[C@H](O)[C@@H]1O | 11.2%[176 µM]
O=C(c1ccccc1)N1CCSc2ccc(Cl)cc21 | -2.0%
O=C(NC1CCCCC1)N1CC(c2nnc(-c3ccncc3)o2)C2(CCOCC2)C1 (configuration not stated) | u
CN(CC1(c2ccccc2)CC1(C)C)C(=O)c1cc(COc2c(F)cccc2F)on1 (configuration not stated) | 23.2%
Cc1cccc(Oc2c(C(F)(F)F)oc3cc(OCC(=O)OC(C)C)ccc3c2=O)c1 | 1.2%
O=C(Cn1cccc1-c1nc(-c2ccccc2)no1)Nc1cc(F)ccc1Cl | 15.9%
COc1cccc(C(=O)Nc2ccc3oc(-c4ccccc4Cl)nc3c2)c1 | 16.8%
CCc1[nH]c2ccc(CNC(=O)c3scc4c3OCCO4)cc2c1C | u
O=[S+]([O-])(Nc1cccnc1)c1ccc2c(c1)OCCN(Cc1ccccc1F)C2 | 7.0%[176 µM]
CC(C)CN1C(=O)CO[C@H](c2ccc(NS(=O)(=O)CC(C)C)cc2)[C@H]1CO | 10.8%[176 µM]
COc1cc(CC(=O)NC2CCc3ccccc32)ccc1C (configuration not stated) | -5.8%
O=C(c1ccc2[nH]ccc2c1)N1CCC(N2C(=O)C3(CCCCC3)C2c2ccncc2)CC1 (configuration not stated) | 22.5%
CCN1c2cc(C(=O)Nc3ccc(F)c(F)c3)ccc2C(=O)N2CCCCCC21 (configuration not stated) | -0.8%
CC(NC(=O)C1c2ccccc2-c2ccccc21)C1CC2CCC1C2 (configuration not stated) | 11.1%
Cc1noc(-c2ccc(OC3CN(C(=O)NCc4ccc(F)cc4)C3)cc2)n1 | 15.1%
COc1cc2c(cc1OC)C(C[C@H]1CN(C(=O)Nc3ccc(F)cc3)CC[C@H]1CC(=O)O)=NCC2 | -16.6%
Cc1ccc(S(=O)(=O)c2cc3c(cc2NC(=O)COc2ccc(C)cc2C)n(C)c(=O)n3C)cc1 | -23.0%
O=C(C[C@@H]1CCNC[C@@H]1Cc1cc(-c2ccccc2)on1)NCc1ccc(F)cc1 | u
COc1ccc(Cc2c(-c3cccc(Br)c3)nc3cc(C)c(Br)c(C)n23)c(C)c1 | u
O=C(NCC1CC1)c1cc(-c2ccncc2)nc2ccccc12 | 16.5%
CC(NC(=O)CSc1nnc(COc2ccccc2Cl)n1C)c1ccc2c(c1)OCO2 (configuration not stated) | 0.0%
O=C(c1cc2cc([N+](=O)[O-])ccc2oc1=O)N1CCN(c2ccccc2)CC1 | 0.8%

Some of the entries above, set out differently.
Molecule: CC(NC(=O)C1c2ccccc2-c2ccccc21)C1CC2CCC1C2 (configuration not stated)
  12-LOX inh = 11.1%

Molecule: O=C(c1cc2cc([N+](=O)[O-])ccc2oc1=O)N1CCN(c2ccccc2)CC1
  12-LOX inh = 0.8%

For reference, some entries already given:
SMILES | 12-LOX inh
CCc1[nH]c2ccc(CNC(=O)c3scc4c3OCCO4)cc2c1C | u
O=[S+]([O-])(Nc1cccnc1)c1ccc2c(c1)OCCN(Cc1ccccc1F)C2 | 7.0%[176 µM]
CC(C)CN1C(=O)CO[C@H](c2ccc(NS(=O)(=O)CC(C)C)cc2)[C@H]1CO | 10.8%[176 µM]
COc1cc(CC(=O)NC2CCc3ccccc32)ccc1C (configuration not stated) | -5.8%
O=C(c1ccc2[nH]ccc2c1)N1CCC(N2C(=O)C3(CCCCC3)C2c2ccncc2)CC1 (configuration not stated) | 22.5%
CCN1c2cc(C(=O)Nc3ccc(F)c(F)c3)ccc2C(=O)N2CCCCCC21 (configuration not stated) | -0.8%
CC(NC(=O)C1c2ccccc2-c2ccccc21)C1CC2CCC1C2 (configuration not stated) | 11.1%
Cc1noc(-c2ccc(OC3CN(C(=O)NCc4ccc(F)cc4)C3)cc2)n1 | 15.1%
COc1cc2c(cc1OC)C(C[C@H]1CN(C(=O)Nc3ccc(F)cc3)CC[C@H]1CC(=O)O)=NCC2 | -16.6%
Cc1ccc(S(=O)(=O)c2cc3c(cc2NC(=O)COc2ccc(C)cc2C)n(C)c(=O)n3C)cc1 | -23.0%
O=C(C[C@@H]1CCNC[C@@H]1Cc1cc(-c2ccccc2)on1)NCc1ccc(F)cc1 | u
COc1ccc(Cc2c(-c3cccc(Br)c3)nc3cc(C)c(Br)c(C)n23)c(C)c1 | u
O=C(NCC1CC1)c1cc(-c2ccncc2)nc2ccccc12 | 16.5%
CC(NC(=O)CSc1nnc(COc2ccccc2Cl)n1C)c1ccc2c(c1)OCO2 (configuration not stated) | 0.0%
O=C(c1cc2cc([N+](=O)[O-])ccc2oc1=O)N1CCN(c2ccccc2)CC1 | 0.8%

Remaining list, next part.
SMILES | 12-LOX inh
C[C@@]12CCC[C@H]1C1CC[C@H]3C[C@H](O)CC[C@]3(C)C1CC2 (some centres not stated) | 4.0%
O=C(N[C@H]1C[C@H]2C(=O)NC[C@@H](CCC(=O)N3CCN(c4ccccc4)CC3)N2C1)c1cccs1 | -1.8%
CCN1CCN(CCNC(=O)c2ccc(-c3nc(CS(=O)(=O)c4ccccc4)c(C)o3)cc2)CC1 | -24.7%
COc1ccc(-n2nc(C)c([C@@H]3C=C[C@@H](NCc4ccc(N(C)C)cc4)C3)c2C)cc1 | 38.4%[activator][176 µM]
Cc1cccc(C)c1-n1nnnc1C1(C)CCC(=O)N1Cc1ccc(F)cc1 (configuration not stated) | -42.7%
c1cncc(-c2ccnc(NCCc3csc(-c4ccncc4)n3)n2)c1 | 50.9%[activator]
CCN(Cc1noc(C2CCC2)n1)C(=O)CC1C(=O)NCCN1CC(C)C (configuration not stated) | u
CCCCOc1ccc(C(=O)Nc2cccc3cccnc23)cc1 | -13.7%
Oc1ccccc1CN1CCOC[C@H]1c1ncc(-c2ccccc2)[nH]1 | 60.6%[activator][176 µM]
O=C1C=C(c2ccccc2)CC(c2ccc(Br)cc2)C1 (configuration not stated) | 9.5%
c1ccc2c(c1)OCCOCCOCCOCCO2 | -4.4%
O=C1CC(c2ccccc2)N(Cc2ccncc2)CCCN(Cc2cccnc2)CCN1 (configuration not stated) | 102.7%[activator]
CN(C)S(=O)(=O)NCC(=O)N1CCCCCNC(=O)CC1c1ccccc1 (configuration not stated) | 17.0%
CCOc1ccc(C(=O)CCC(=O)OCC(=O)c2ccc3c(c2)OCCO3)cc1 | 83.6%[activator]
COc1ccc(C(=O)N2C[C@H](c3nc(-c4ccncc4)no3)[C@@H](C)C2)cc1OC | 18.5%
COCC(=O)N1CCC2(CCN(Cc3ccccc3)CC2)CC1 | -0.7%[57.4 µM]
CC1Oc2ccccc2C=C1/C=C/C(=O)c1cccc(O)c1 (configuration not stated) | u
CSc1ccccc1C(=O)Nc1ccc(F)cc1 | -6.8%
Cc1nc2sc(C#N)c(N)c2c(C)c1Cl | 11.8%
CCCC(C(=O)NCc1ccccn1)c1ccccc1 (configuration not stated) | 20.2%
O=S(=O)(c1ccccc1)N1CCC(Cc2nncn2-c2ccccc2)CC1 | 31.9%
Cc1ccc(CC(=O)N(C)Cc2nc(-c3ccccc3)no2)cc1 | 0.4%
CNC(=O)NC(=O)C(C)SC(C)c1ccccc1F (configuration not stated) | -52.0%
CCOc1ccc(S(=O)(=O)NCCc2ccccc2)cc1-c1nc(C)no1 | 1.9%
CCCNC(=O)c1cc2c(c(-c3cccc(-c4cc5ccccc5o4)c3)n1)[C@@H](CCO)N(C(=O)NC(C)C)C2 | u

More entries follow.
SMILES | 12-LOX inh
Cc1cc2oc(=O)cc(CSc3nnc4ccccn34)c2cc1C | u
CCN1c2cc(C(=O)NC3CCCCC3)ccc2C(=O)N2CCCCCC21 (configuration not stated) | 12.4%
Cn1c(=O)n(CCC(=O)NCc2nnc3n2CCC3)c2ccccc21 | -2.0%
C=CCN1CCN(C(=O)C2CCN(C(=O)N3CC4CC(C3)[C@H]3CCCC(=O)N3C4)CC2)CC1 (some centres not stated) | 41.4%[activator]
O=C(CN1CC2CC(C1)[C@H]1CCCC(=O)N1C2)N1CCC(N2CCCCC2)CC1 (some centres not stated) | 42.9%[activator]
COc1ccc(C[C@H](NC(=O)[C@@H]2C[C@H](NC(=O)CC(C)(C)C)CN2C(=O)CC(C)(C)C)C(N)=O)cc1 | 28.8%
Cc1ccc(C)c([S+](=O)([O-])c2nnn3c2nc(NC2CC2)c2ccccc23)c1 | 0.9%[6.33 µM]
CCONC(=O)c1cccc(CSC)c1 | 9.6%
O=C(Cc1ccc(F)cc1)Nc1c(NCC2CCCCC2)c2ccccc2oc1=O | -26.7%
O=C(NCCCc1ccccc1)C12CC3CC(CC(C3)C1)C2 | -1.7%
O=C(NCc1ccc(N2CCOCC2)cc1)c1cccc2c1CCN2C(=O)c1ccccc1 | 26.7%
Cc1cc2nc3n(c(=O)c2n1CC(=O)NC1CCCC1)CCCCC3 | 4.1%
CC1CCC(C(=O)NC(Cc2ccccc2)C(=O)O)CC1 (configuration not stated) | -0.6%
CN(C)Cc1ccccc1-c1nc(N2CCOCC2)c2ccccc2n1 | u
N#C/C(=C/c1ccccc1)c1nc2ccccc2[nH]1 | 0.2%
O=C(NC1CCCCC1)N1Cc2[nH]cnc2C[C@H]1c1nc(-c2ccc(Cl)cc2)no1 | u
CC(C)(C)c1ccc(O)c(C(C)(C)C)c1O | u
O=C(N[C@H](Cc1ccccc1)C(=O)N1CCCN(Cc2cccs2)CC1)[C@H]1O[C@@H](n2ccc(=O)[nH]c2=O)[C@H](O)[C@@H]1O | 8.2%
CCC(=O)N1CCC(n2c(C)cnc2-c2cccnc2)CC1 | 26.6%
COCCN1C(=O)c2ccccc2C(C(=O)NCCc2ccccc2)C12CCCCC2 (configuration not stated) | 47.1%[activator]
O=C(CN1CC2CC(C1)[C@H]1CCCC(=O)N1C2)Nc1ccc(N2CCOCC2)cc1 (some centres not stated) | 5.3%
O=C(O)c1cccc(NCc2ccc(Cl)cc2Cl)c1 | -5.5%
Cc1ccc(C2Cn3nnc(-c4noc(C5CCCCC5)n4)c3CO2)cc1 (configuration not stated) | 21.8%
CC(Oc1c(F)c(F)c(F)c(F)c1F)C(=O)c1c[nH]c2ccccc12 (configuration not stated) | u
COc1ccc2nc3n(c2c1)[C@@H](CNC(=O)c1ccccc1)COC3 | 12.4%[176 µM]

More structures.
SMILES | 12-LOX inh
CN1Cc2cccn2CC1CNC(=O)c1ccco1 (configuration not stated) | 51.2%[activator]
O=c1c(-c2ccccc2)nc2cnc(N3CCOCC3)nc2n1C1CC1 | -2.0%
CN1C(=O)C2(CCN(C(=O)COc3ccc(Cl)cc3)C2)c2ccccc21 (configuration not stated) | 18.4%
COc1ccc(CCNC(=O)C23CC4CC(CC(C4)C2)C3)cc1 | u
CCCCc1ccc(C(=O)Oc2ccc(C(C)=O)cc2)cc1 | u
CC(=O)c1cc(Cl)cc(Cl)c1OCc1ccccc1 | -3.6%
O=C1NC[C@H](Cc2ccccc2)N(C[C@@H]2CCCN2C[C@H](Cc2ccc(O)cc2)N2C[C@H](Cc3ccc(O)cc3)N(CCc3ccccc3)C(=O)C2=O)C1=O | u
Cn1nc(C2CCN(C(=O)c3ccccn3)CC2)c2c1CCOC2 | 30.9%
COC(=O)c1ccc2nc(C[C@@H]3C[C@@H](C(C)C)[C@H](CNCc4ccccc4F)C=C3C)[nH]c2c1 | u
C=CCOC(=O)Nc1nc(CCNC(=O)OCc2ccccc2)c(C(=O)OC)s1 | u
Cc1ccc(C2c3cc(OCc4nc(C(=O)NCC5CC5)co4)ccc3CCN2C(=O)C2CC2)cc1 (configuration not stated) | u
O=C(CN1CCN(C(=O)c2nn(-c3ccccc3)c(=O)c3ccccc23)CC1)N1CCOCC1 | -22.7%
COC(=O)CN1C(=O)[C@@H]2C[C@@H](O)CN2C2(CN(C3CCN(C(C)=O)CC3)C2)C1=O | 51.3%[activator][176 µM]
COc1cc(/C=C/C2=Nc3ccccc3SC(C)(C)C2)ccc1O | 15.8µM*
CCCCOc1ccc2c(=O)c(Oc3ccccc3)c(C)oc2c1 | u
COCc1nnc(NC(=O)Cn2ccc3cc(OC)ccc32)s1 | -17.8%
O=C(C1CC1)N1CCOc2ccc(CN3CCc4ccccc4C3)cc2C1 | 50.1%[activator]
OC(c1ccccc1)(c1ccccc1)C1CCN(CCCOc2ccc(C(F)(F)F)cc2)CC1 | u
CCCCn1c(=O)[nH]c(=O)c2c1nc(-c1ccc(OC)c(OCc3ccccc3)c1)n2C | u
CCC(=O)N1CCN(c2nc3c(s2)CC(C(=O)Nc2ccc(F)cc2)CC3)CC1 (configuration not stated) | u
CC(=O)N1CCC(N2C[C@@H]3OCC(=O)N(Cc4ccccc4)[C@@H]3C2)CC1 | u
CCn1cc(S(=O)(=O)NCC2Cn3cccc3C(=O)N2C)cn1 (configuration not stated) | 26.4%
Cc1cc(N2CCC(NC(=O)c3cccc(N(C)C)c3)C2=O)ccc1F (configuration not stated) | 20.2%
O=c1[nH]nc2n1CCN(Cc1ccsc1)CC2 | 37.6%
CCCOc1ccccc1C(C)N (configuration not stated) | 55.1%[activator]
O=C1Nc2ccc(-c3cccc(C(F)(F)F)c3)cc2C(=O)N2CCN(C(=O)c3cccc(F)c3)C[C@H]12 | u
Cc1cc(C)cc(C2(CNC(=O)C3CC4(CCNCC4)CN3)CCCC2)c1 (configuration not stated) | 67.5%[activator]
O=C(N1CCN(Cc2ccccc2)CC1)C1(c2ccc(Cl)cc2)CCOCC1 | -0.8%[6.33 µM]
CCCCC(=O)Nc1c(S(=O)(=O)c2ccc(F)cc2)c(C)c(C)n1CCOC | -6.7%
COCCn1c(N2CCN(Cc3ccc(Cl)cc3)CC2)nc2c1c(=O)[nH]c(=O)n2C | 26.5%

From PubChem
